Screening data deposited in PubChem by The Scripps Research Institute Molecular Screening Center.
MsrA inh: bovine MsrA inhibition; purified bovine MsrA, absorbance read-out; 0.75% of 360,000 active; inhibition, % at 15.5 µM; in the data active = inhibition above about 4.5%;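 also: 0% = vehicle wells with enzyme and 100% = reference inhibitor wells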
An asterisk follows results filed as active. This is a subset, so the mix of outcomes need not match the whole.

What do the screens show for `CCCN1CCCCC(NC(=O)c2ccccc2OC)C1=O` (stereo unspecified)?
MsrA inh: 1.3

What do the screens show for `COc1cccc(N)c1`?
MsrA inh: -0.1

How did CC(=O)Nc1ccc(S(=O)(=O)NCC2CCC(C(=O)NCCCOC(C)C)CC2)cc1 (stereo unspecified) do in these assays?
MsrA inh: 1.5

Results for CC(C)N(c1cc(=O)nc2ccccn12)C(C)C ?
MsrA inh: -0.1

How did Brc1ccc(CN2CCN(c3ncc(Cc4ccccc4)cn3)CC2)cc1 do in these assays?
MsrA inh: 2.0

How did COC(=O)C1=C(C)N(Cc2ccc(C(F)(F)F)cc2)C(=NCc2ccc(OC)cc2)NC1c1ccccc1C(F)(F)F (stereo unspecified) do in these assays?
MsrA inh: -2.2

What do the screens show for `COC(=O)[C@]1(Cc2ccccc2)NC=C(C(=O)c2ccccc2)[C@@H]1c1cccc(OC)c1`?
MsrA inh: 1.0

What do the screens show for `Nc1nc2c(ncn2[C@@H]2O[C@H](C(=O)NCCCc3ccccc3)[C@@H](O)[C@H]2O)c(=O)[nH]1`?
MsrA inh: -0.3

Results for COC(=O)[C@]12C[C@H](CC(=O)NCCc3ccccc3OC)C(=O)N(Cc3ccccc3)C1=C[C@H](C1CCCC1)O[C@@H]2C ?
MsrA inh: -0.5

How did C[C@H]1CN([C@@H](C)CO)C(=O)CCCn2cc(nn2)CO[C@@H]1CN(C)C(=O)c1ccc2ccn(C)c2c1 do in these assays?
MsrA inh: -1.0

What do the screens show for `COc1nccnc1NS(=O)(=O)c1ccc(N=Cc2c(C)[nH]n(-c3ccc(Cl)cc3)c2=O)cc1`?
MsrA inh: -0.6

What do the screens show for `C[C@H](O)[C@@H]1C(=O)N2CCc3c([nH]c4cccc(-c5ccccc5)c34)[C@@H]2C[C@@H]1N(C)C(=O)c1ccccc1`?
MsrA inh: 1.6

What do the screens show for `CC(=O)Nc1cccc(NC(=O)CSc2nnnn2C)c1`?
MsrA inh: 0.5

What do the screens show for `CCC(=O)NNC(=O)CCC(=O)Nc1ccccc1`?
MsrA inh: 0.0

What do the screens show for `Cc1[nH]nc2c1C(c1cccc(C(F)(F)F)c1)N(Cc1ccccc1)C2=O` (stereo unspecified)?
MsrA inh: 0.5

How did COC(=O)N1Cc2ccnnc2CC1c1ccccc1-c1ccc(F)cc1 (stereo unspecified) do in these assays?
MsrA inh: 1.2

What do the screens show for `CN1CCCCC(NC(=O)C(C)(C)C)C1=O` (stereo unspecified)?
MsrA inh: 0.0

Results for C[C@@H]1C=CCCO[C@]12C(=O)N(Cc1ccc(F)cc1)c1cccc(Br)c12 ?
MsrA inh: -0.8

Results for C[C@@H]1CN([C@H](C)CO)C(=O)CCCn2nncc2CO[C@H]1CN(C)C(=O)Nc1ccc2c(c1)OCCO2 ?
MsrA inh: 0.9

How did CCCCCCCCN do in these assays?
MsrA inh: 0.3

How did O=C(N[C@H](Cc1ccccc1)C(=O)N1CCN(C(=O)N2CCCCC2)CC1)[C@H]1O[C@@H](n2ccc(=O)[nH]c2=O)[C@H](O)[C@@H]1O do in these assays?
MsrA inh: -0.7

What do the screens show for `COc1ccccc1CCn1cnc(-c2ccc(F)cc2)c1CC(C)C`?
MsrA inh: 0.6

Results for C/C(=N/O)c1ccc(N2C(=O)C3C4C=CC(C3C2=O)C2C3C(=O)N(c5ccc(/C(C)=N/O)cc5)C(=O)C3C42)cc1 (stereo unspecified) ?
MsrA inh: -0.2

How did COCc1cc(N2CCNC[C@H]2C)ccc1N1CCS(=O)(=O)CC1 do in these assays?
MsrA inh: -0.6

Results for CS(=O)(=O)N1c2ccccc2[C@]2([C@@]34C[C@H]5C(=O)N[C@@H](Cc6ccccc6)C(=O)N5[C@@H]3N(S(C)(=O)=O)c3ccccc34)C[C@H]3C(=O)N[C@@H](Cc4ccccc4)C(=O)N3[C@H]12 ?
MsrA inh: -0.5

What do the screens show for `O=[N+]([O-])c1cc2c(ccc3occc32)o1`?
MsrA inh: 2.2

How did COc1ccc([C@@H]2C[C@@H](c3ccccc3)Oc3c(C)ccc(C(C)C)c32)cc1 do in these assays?
MsrA inh: -0.7

Results for Nc1[nH]c(C(=O)c2ccc(Br)cc2)c(-c2ccccn2)c1C(=O)NCCc1c[nH]c2ccccc12 ?
MsrA inh: 0.6

How did CC1(C)O[C@H]2OC([C@H](O)CON3C(=O)c4ccccc4C3=O)[C@H](O)[C@H]2O1 (stereo partly specified) do in these assays?
MsrA inh: 0.3

How did CCOc1ccc(C(=O)N/N=C/c2c(C)[nH]c(=O)[nH]c2=O)cc1 do in these assays?
MsrA inh: 2.9

What do the screens show for `CCOc1ccc(-c2cc(C(=O)NN3CCN(C)CC3)c3cc(Cl)ccc3n2)cc1`?
MsrA inh: 0.5

Results for O=S(=O)(CS(=O)(=O)c1ccc(Br)cc1)c1ccc(Br)cc1 ?
MsrA inh: 1.5

How did CCCn1cnnc1CNC(=O)[C@@H](Cc1ccccc1)NC(=O)[C@H]1O[C@@H](n2ccc(=O)[nH]c2=O)[C@H](O)[C@@H]1O do in these assays?
MsrA inh: -0.3

How did C=CC[C@]1(c2ccccc2)C(=O)N2C[C@H]3CON(C)[C@H]3C[C@H]2c2ccccc21 do in these assays?
MsrA inh: -0.7

Results for S=C(Nc1ccccc1)N1CCN(C(=S)Nc2ccccc2)CC1 ?
MsrA inh: 0.6

What do the screens show for `COC(=O)C1=C(C)N(Cc2cccc(C(F)(F)F)c2)C(=NCc2ccc3c(c2)OCO3)NC1c1cccc(C(F)(F)F)c1` (stereo unspecified)?
MsrA inh: -1.1

What do the screens show for `C[C@@H]1CN([C@@H](C)CO)S(=O)(=O)c2ccc(Br)cc2O[C@@H]1CN(C)S(=O)(=O)c1ccc(F)cc1`?
MsrA inh: 0.2

What do the screens show for `Cc1nn2c(N3CCN(C(=O)c4ccco4)CC3)cc(C(C)(C)C)nc2c1-c1ccccc1`?
MsrA inh: 0.6

What do the screens show for `COc1ccc(CNS(=O)(=O)c2cc(Br)ccc2Br)cc1`?
MsrA inh: 0.6

Results for COC(=O)c1cc(=O)n(Cc2ccco2)c(=Nc2ccccc2)s1 ?
MsrA inh: 0.8

What do the screens show for `C[C@H](O)[C@@H]1C(=O)N2CCc3c([nH]c4c(-c5ccccc5)cccc34)[C@@H]2C[C@@H]1N(C)C(=O)/C=C/c1ccccc1`?
MsrA inh: -1.1

How did Cc1ccccc1N(CC(=O)NC(C)(C)C)C(=O)c1ccc(-c2ccccc2)[nH]1 do in these assays?
MsrA inh: -1.0

How did CCOC(=O)C1=C(C(=O)OCC)C2N(Cc3ccc(C#N)cc3)c3ccccc3[C@@]23C[C@@H](C(=O)OC)N(S(=O)(=O)c2ccccc2)C3=N1 (stereo partly specified) do in these assays?
MsrA inh: 1.4

What do the screens show for `Cc1ccc(NC(=O)N2CC(C)OC(C)C2)cc1[N+](=O)[O-]` (stereo unspecified)?
MsrA inh: -0.3

How did O=C(N/C(=C\c1cn(-c2ccccc2)nc1-c1ccc(Cl)cc1)C(=O)N1CCOCC1)c1ccccc1 do in these assays?
MsrA inh: -0.6

What do the screens show for `COc1ccc(N2CCN(C(=O)Cn3c(=O)[nH]c4ccccc4c3=O)CC2)cc1`?
MsrA inh: -1.8

How did COC(=O)[C@]12C[C@H](CC(=O)NCc3ccc(OC)c(OC)c3)C(=O)N(Cc3ccc4c(c3)OCO4)C1=C[C@H](C(C)(C)C)O[C@@H]2C do in these assays?
MsrA inh: 0.9

How did CCCCCCCCN1C(=O)[C@@H](CC(=O)N2CCN(C(=O)C3CC3)CC2)C[C@@]2(C(=O)OC)C1=C[C@H](C(C)(C)C)O[C@@H]2C do in these assays?
MsrA inh: -0.2

Results for COc1cc([N+](=O)[O-])ccc1-c1ccc(/C=N/NC(=O)c2ccccc2O)o1 ?
MsrA inh: -0.6

How did O=C(/C=C\c1ccc2c(c1)OCO2)Nc1nnc(SCC(=O)OCc2ccccc2)s1 do in these assays?
MsrA inh: 0.1

What do the screens show for `CCOC(=O)C1=C(C)N=C2c3ccccc3C(=O)C2C1c1ccc(Br)cc1` (stereo unspecified)?
MsrA inh: 0.6

How did COCCNC(=O)CCCn1c(=O)c2cc(OC)c(OC)cc2n(CC(=O)c2ccc(Cl)cc2)c1=O do in these assays?
MsrA inh: -1.3

Results for Cc1ccccc1NC(=O)c1snc2c(=O)[nH]cnc12 ?
MsrA inh: -0.3

Results for Oc1[nH]c2ccccc2c1N=Nc1ncnc2c1oc1ccccc12 ?
MsrA inh: -0.8

What do the screens show for `COc1ccccc1C(=O)N1CCN(C(=O)[C@H](CCc2ccccc2)NC(=O)[C@H]2O[C@@H](n3cnc4c(N)ncnc43)[C@H](O)[C@@H]2O)CC1`?
MsrA inh: -0.7

What do the screens show for `COC(=O)Cn1cnc2c(NC(=O)c3ccccc3)ncnc21`?
MsrA inh: 0.3

Results for C[C@@H]1CN(S(=O)(=O)C(C)(C)C)[C@H](CCO)/C1=C\CCO ?
MsrA inh: 0.8

Results for CCCCOCC1CN(CCCC)S(=O)(=O)c2c(NCc3cc(OC)c(OC)c(OC)c3)cccc2O1 (stereo unspecified) ?
MsrA inh: 0.6

What do the screens show for `COc1cc2c(c(OC)c1OC)C1(CCCCC1)CC2NCC=C(C)C` (stereo unspecified)?
MsrA inh: -0.2

How did C#CCN1CC(COc2ccccc2)Oc2cccc(Oc3ccc(OC)cc3)c2S1(=O)=O (stereo unspecified) do in these assays?
MsrA inh: -0.8

What do the screens show for `COC(=O)c1cc2c(c3c4cc(OC)ccc4n(S(=O)(=O)c4ccc(OC)cc4)c13)C(=O)N(C)C2`?
MsrA inh: 0.3

How did O=C(N/N=C(\Cc1ncc[nH]1)c1ccccc1)c1ccccc1 do in these assays?
MsrA inh: -0.1

What do the screens show for `O=C(O)CSc1nnc(COc2cccc3cccnc23)n1-c1cccc(C(F)(F)F)c1`?
MsrA inh: -0.8

Results for CCNC(=O)N1CCN(c2ccc(N3CCN(Cc4ccccc4)[C@@H](C)C3)c(C)c2)[C@@H](C)C1 ?
MsrA inh: 1.6

Results for O=C(OCc1ccccc1)N1Cc2ccnnc2CC1c1ccccc1-c1ccc(C(F)(F)F)cc1 (stereo unspecified) ?
MsrA inh: 1.3

Results for C[C@H]1CN([C@@H](C)CO)C(=O)CCCn2cc(nn2)CO[C@@H]1CN(C)S(=O)(=O)c1cn(C)cn1 ?
MsrA inh: 2.0

Results for Nc1[nH]c(C(=O)c2ccc(Br)cc2)c(-c2ccc(Br)cc2)c1C(=O)NCc1cccc2ccccc12 ?
MsrA inh: 0.8

How did O=C(O)c1ccccc1-n1ncc2c1/C(=C/c1ccc(Cl)cc1)CC2 do in these assays?
MsrA inh: 2.7

Results for CCOC(=O)[C@@H]1CSCCS(=O)(=O)N1C(=O)[C@H](CCSC)NC(=O)OC(C)(C)C ?
MsrA inh: 0.8

What do the screens show for `O=C(N[C@H](c1cccc(Br)c1)[C@@H]1CCCC=C1c1ccccc1)C(F)(F)F`?
MsrA inh: 3.4

Results for COc1cccc(CNC(=O)[C@H]2CCCN2C(=O)[C@H]2CCCN2C(=O)c2cccc(OC)c2)c1 ?
MsrA inh: 0.4

How did COc1cc(OC)c(-c2nnc3n(CCc4ccccc4)c(=O)c4ccccc4n23)cc1OC do in these assays?
MsrA inh: -0.6

Results for CCCCn1c(=N)n(CC(=O)c2ccc([N+](=O)[O-])cc2)c2ccccc21 ?
MsrA inh: 1.4

What do the screens show for `O=S1(=O)N[C@@H](Cc2ccccc2)COc2cccc(NCCO)c21`?
MsrA inh: 0.7

How did COC(=O)c1cc2c(c3c4cc(OC)ccc4n(S(=O)(=O)c4cccc(C)c4)c13)C(=O)N(Cc1ccccc1OC)C2 do in these assays?
MsrA inh: 0.7

What do the screens show for `CCOC(=O)C1=C(c2ccc(OC)cc2)C(=O)c2ccccc2C1=O`?
MsrA inh: 1.1

What do the screens show for `CCCCS(=O)(=O)N1CCCc2nc(-c3ccc(F)cc3)ccc21`?
MsrA inh: -0.2

How did Cc1ccc2cccc(OC(=O)c3cccnc3Oc3ccccc3)c2n1 do in these assays?
MsrA inh: -1.4

How did Cc1ccccc1CN1[C@@H](C)[C@H](c2ccccc2)Oc2cccc(N3CCCC(C)C3)c2S1(=O)=O (stereo partly specified) do in these assays?
MsrA inh: -1.4

How did C[C@@H]1CN([C@H](C)CO)C(=O)c2cc(Br)cnc2O[C@H]1CN(C)C(=O)c1ccc(F)cc1 do in these assays?
MsrA inh: 0.6

How did CN1NC(=O)c2ccccc2NC1=S do in these assays?
MsrA inh: -0.2

Results for COC(=O)c1cc2c(c3c4cc(C)ccc4n(S(=O)(=O)c4ccc(C)cc4)c13)C(=O)N(Cc1ccccc1)C2 ?
MsrA inh: 0.5

How did CC(CNC(=O)[C@@H](Cc1ccccc1)NC(=O)[C@H]1O[C@@H](n2ccc(=O)[nH]c2=O)[C@H](O)[C@@H]1O)c1ccccc1 (stereo partly specified) do in these assays?
MsrA inh: -0.5

What do the screens show for `Nc1[nH]c(C(=O)c2ccc(Cl)cc2)c(-c2ccc(Br)cc2)c1C(=O)NCc1ccc(Cl)cc1Cl`?
MsrA inh: 0.3
